Screens deposited in PubChem BioAssay by several laboratories.
5HT1a ag: 5-HT1a (human) receptor agonism; AID 567; 0.56% of 65,000 active; activation, % at 10 µM; CHO 5-HT1a Ga15 NFAT-bla reporter, FRET ratio; 0% basal, 100% maximal reference agonist; P08908;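 active means activation above the screen-wide mean activation plus 3 SD, cut at about 19% in these data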;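 further: 0% = DMSO wells and 100% = 5-CT at EC100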
Hsp90 block: displaces geldanamycin probe from tumor Hsp90 | P07900 | NCI-N417 lysate Hsp90, Cy3B-geldanamycin FP displacement | inhibition, % at 30 µM | 0.35% of 64,000 active | AID 429;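 active means inhibition above 50%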;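 further: 0% = tracer plus lysate wells and 100% = tracer alone without lysate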
C1s block: blocks human complement C1s protease activity; P09871; mean inhibition % of two 10-compound mixtures (hits give high values), % at 5 µM (by protocol); purified C1s, fluorogenic AMC substrate, pooled mixtures; AID 538; 0.16% of 62,000 active;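 active means inhibition above 20% in each of the two 10-compound mixture wells holding the compound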;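 further: 0% = enzyme wells lacking compound mixture and 100% = no-enzyme blank wells; some compounds called inactive have numbers as strong as hits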
DUSP1 inh: human dual specificity phosphatase 1 inhibition; AID 374; inhibition, %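 (compounds tested at a single concentration somewhere between 10 and 100 µM)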; recombinant MKP-1, OMFP hydrolysis fluorescence; 0.15% of 65,000 active; P28562;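 active means inhibition above about 50%, limit read from the data; inconclusive means inhibition over screen mean plus 3 SD, below that limit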;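 further: 0% = DMSO max control wells and 100% = wells with enzyme stopped by NaOH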
Target sequence (P28562 whole entry, looked up): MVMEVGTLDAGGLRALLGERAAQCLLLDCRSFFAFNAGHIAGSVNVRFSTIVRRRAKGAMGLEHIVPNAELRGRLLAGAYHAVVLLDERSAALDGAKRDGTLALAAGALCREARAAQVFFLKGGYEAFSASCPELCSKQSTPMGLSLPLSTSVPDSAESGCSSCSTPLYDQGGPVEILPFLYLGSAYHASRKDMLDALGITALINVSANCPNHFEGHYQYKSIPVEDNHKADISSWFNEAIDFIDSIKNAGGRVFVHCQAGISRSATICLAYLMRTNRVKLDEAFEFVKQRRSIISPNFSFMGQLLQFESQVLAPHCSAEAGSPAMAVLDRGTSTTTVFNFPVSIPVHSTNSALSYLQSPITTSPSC
CatG inh: cathepsin G (human) inhibition; P08311; purified enzyme, AMC-tetrapeptide fluorescence, pooled mixtures; inhibition, % at 5 µM (by protocol); 0.2% of 62,000 active; AID 581;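 active means inhibition above 20% in each of the two mixture wells holding the compound; inactive means inhibition of 20% or less in either well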;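 further: 0% = enzyme control without mixture and 100% = blank lacking enzyme; strong numbers were not always called active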
Target sequence (P08311 21-244 limits assumed): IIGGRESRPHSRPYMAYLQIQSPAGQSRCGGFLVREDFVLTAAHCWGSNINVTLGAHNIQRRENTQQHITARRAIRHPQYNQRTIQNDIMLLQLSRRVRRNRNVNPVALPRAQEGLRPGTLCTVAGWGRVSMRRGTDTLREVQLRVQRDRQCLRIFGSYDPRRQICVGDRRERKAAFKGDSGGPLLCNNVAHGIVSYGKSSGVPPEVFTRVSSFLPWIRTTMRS
FXIa inh mix: factor XIa (human) inhibition, mixture screen. purified FXIa, fluorogenic substrate, pooled mixtures. inhibition, % at 5 µM. 0.19% of 62,000 active;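 further: each value is inhibition by a whole ten-compound pool holding the compound; 0% = enzyme with no mixture and 100% = wells lacking enzyme; strong numbers were not always called active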
FXIIa inh mix: blocks human factor XIIa in pooled compound mixtures; purified FXIIa, fluorogenic substrate; 0.2% of 62,000 active; inhibition, % at 5 µM;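 further: 0% = enzyme without compound and 100% = no enzyme blank; some results filed as inactive read as strong as hits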
Cdc25B block: human M-phase inducer phosphatase 2 inhibition; recombinant Cdc25B, OMFP fluorescence Ex485/Em525; inhibition, %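 (compounds tested at 10 µM final in the well)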; 0.1% of 65,000 active; in the data active means inhibition above about 50%
CatL block: blocks human cathepsin L protease activity. P07711. purified cathepsin L, fluorogenic substrate, fluorescence. inhibition, %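 (tested at 10 µM)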. 0.17% of 58,000 active. AID 460; in the data active means inhibition above about 45%;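 further: 0% = enzyme with no compound and 100% = no enzyme blank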
Target sequence (P07711 114-288 limits assumed): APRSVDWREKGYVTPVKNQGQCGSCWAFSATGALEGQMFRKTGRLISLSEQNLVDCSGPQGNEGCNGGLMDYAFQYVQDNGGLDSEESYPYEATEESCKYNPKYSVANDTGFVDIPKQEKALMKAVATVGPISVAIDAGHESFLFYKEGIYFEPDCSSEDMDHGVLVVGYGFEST
Target sequence (P07711 292-333 limits assumed): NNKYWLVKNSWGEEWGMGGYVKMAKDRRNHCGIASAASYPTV
* = called active by the depositor; ? = inconclusive; · = not tested or not shown. Unless noted, no stated cut-off is given here; in the data, active means inhibition above about 20% (passing the limit was not always enough); inactive means the rest.

SMILES	5HT1a ag	Hsp90 block	C1s block	DUSP1 inh	CatG inh	FXIa inh mix	FXIIa inh mix	Cdc25B block	CatL block
O=C(Nc1nnc(C2CCCC2)s1)C1CCC1	-3.1	4	9	-36	8	2	-16	-11	7
COC(=O)c1ccccc1NC(=O)NCc1cccnc1	0.8	-3	0	29	-2	1	1	-4	-2
COCCNC(=O)CN(c1ccc(C)cc1)S(=O)(=O)c1ccccc1	-1.1	-4	-208	-1	-24	-36	-1	0	0
c1ccc(Oc2cccc(CN3CCOCC3)c2)cc1	-0.8	-2	7	-9	11	5	-18	-6	31
Oc1ccccc1Cn1c(-c2ccccc2O)nc2ccccc21	2.8	-5	-6	1	0	-1	7	0	·
CCc1c(O)nc(SCC(=O)Nc2ccc3c(c2)CCC3)[nH]c1=O	-1.7	-1	6	-31	8	8	4	-6	2
COc1ccc(C(=O)Nc2nc3cc(OC)c(OC)cc3c(=O)[nH]2)cc1	-0.4	-5	6	1	2	11	8	3	-3
O=C(c1cccnc1)N1CCCc2ccccc21	-0.6	0	-3	1	-6	-2	9	-3	18
CCOc1ccc(N(CCC#N)S(=O)(=O)c2ccc(OC)cc2)cc1	-1.9	-5	4	4	8	7	7	-10	3
O=C(CN1CCN(c2ncc(C(F)(F)F)cc2Cl)CC1)NC(=O)NCc1ccccc1	-0.8	-1	-5	26	3	4	6	2	19
CCOC(=O)N1CCN(C(=O)CCc2ccc(S(=O)(=O)NCCc3ccccc3)cc2)CC1	-1.4	-7	-4	18	3	2	-23	-17	0
O=c1c2ccccc2[nH]c(=S)n1C1CCCCC1	0.4	0	-31	3	-4	-15	3	-13	·
CC(=O)c1cn(CC(=O)NCC2CCCO2)c2ccccc12 (configuration not stated)	-1.3	-7	18	-20	13	3	2	-14	7
Cn1c(=O)c2c(nc(NCC(O)CO)n2CCc2ccccc2)n(C)c1=O (configuration not stated)	-1.5	0	·	-13	·	·	·	-27	12
COc1ccc(CCNC(=O)C2(C)CCC(=O)N2CCC(C)C)cc1OC (configuration not stated)	-2.4	-3	-69	2	-4	7	2	4	12
CC(C(=O)Nc1ccccc1-c1ccccc1)N1CCOCC1 (configuration not stated)	-3.8	-2	-66	-5	3	7	4	-14	7
N#Cc1cccc(-n2nnnc2-c2ccc3c(c2)OCO3)c1	16	-1	16	5	9	7	-16	-1	8
CCn1c(=NC(=O)c2ccc(S(=O)(=O)N3CCOCC3)cc2)sc2cccc(OC)c21	-1.3	-4	-27	8	-4	0	-19	-8	-34
CCc1ccc(CN(C)CCc2ccccn2)cc1	-1.3	-1	-79	-6	-62	-34	4	-16	15
Brc1ccc2[nH]ncc2c1	-5.0	-3	1	1	2	4	8	-3	0
Cn1c(-c2ccccc2)cc(=O)c2ccccc21	-2.1	-2	11	3	10	7	2	-2	11
CCOC(=O)CCSCC(=O)Nc1nnc(C)s1	-1.5	-2	-21	5	-8	-12	3	4	·
Cc1ccc(S(=O)(=O)N2CCN(C(=O)CSC3CCCC3)CC2)c(C)c1	-2.6	1	0	-5	7	8	-16	-9	-2
Cc1onc(-c2ccccc2)c1C(=O)N[C@@H]1C(=O)N2[C@@H]1SC(C)(C)[C@@H]2C(=O)O	-2.7	6	17	25	11	0	3	30	-8
Cc1ccc(-n2c(SCn3nnc4ccccc4c3=O)nnc2-c2cccnc2)c(C)c1	-0.6	-20	-2	?	-2	4	5	-7	10
CC1(C)Cc2c(C#N)c(NC3CCCCC3)nc(-c3ccco3)c2CO1	0.0	-9	-5	4	8	4	3	1	·
O=C1CSc2ccccc2N1Cc1ccccc1F	-0.5	-4	-8	-8	-9	0	0	-4	9
CC(C)NC(=O)c1ccc2c(c1)nnn2C	-2.9	-7	1	-7	3	7	6	-1	-13
CN(C)S(=O)(=O)c1ccc(S(=O)(=O)N(Cc2ccccn2)Cc2ccco2)cc1	0.6	4	-21	11	-4	0	4	-4	21
CCOc1ccc2nc(N3CCC(C(=O)N4CCN(c5ncccn5)CC4)CC3)sc2c1	0.4	1	0	19	-1	8	6	-7	-2
CC(Oc1ccc(Cl)cc1Cl)C(=O)Nc1ccncc1 (configuration not stated)	-2.8	-4	1	5	-2	8	0	-1	-5
CCOC(=O)c1ccc(Oc2nc(OC)nc(N(C)C)n2)cc1	1.0	-4	-35	0	-7	5	1	0	·
Cc1cnc(C(=O)Nc2cccc3ncccc23)cn1	0.1	·	16	10	12	5	7	-6	14
COCCCN(C(=O)Nc1ccc(C)c(C)c1)C(C)c1ccccn1 (configuration not stated)	-0.6	-2	-1	7	0	8	-2	-2	0
COc1cccc(CNc2ccc(S(=O)(=O)Nc3nccs3)cc2)c1O	0.5	0	-74	3	-8	-3	2	3	·
C=CCn1c(SCC(=O)c2ccc(O)c(O)c2)nnc1-c1ccccc1OC	-0.9	71*	2	6	5	2	4	9	-9

Part of the list above, bar-delimited:
Compound | 5HT1a ag | Hsp90 block | C1s block | DUSP1 inh | CatG inh | FXIa inh mix | FXIIa inh mix | Cdc25B block | CatL block
Brc1ccc2[nH]ncc2c1 | -5.0 | -3 | 1 | 1 | 2 | 4 | 8 | -3 | 0
Cn1c(-c2ccccc2)cc(=O)c2ccccc21 | -2.1 | -2 | 11 | 3 | 10 | 7 | 2 | -2 | 11
CCOC(=O)CCSCC(=O)Nc1nnc(C)s1 | -1.5 | -2 | -21 | 5 | -8 | -12 | 3 | 4 | ·
Cc1ccc(S(=O)(=O)N2CCN(C(=O)CSC3CCCC3)CC2)c(C)c1 | -2.6 | 1 | 0 | -5 | 7 | 8 | -16 | -9 | -2
Cc1onc(-c2ccccc2)c1C(=O)N[C@@H]1C(=O)N2[C@@H]1SC(C)(C)[C@@H]2C(=O)O | -2.7 | 6 | 17 | 25 | 11 | 0 | 3 | 30 | -8
Cc1ccc(-n2c(SCn3nnc4ccccc4c3=O)nnc2-c2cccnc2)c(C)c1 | -0.6 | -20 | -2 | ? | -2 | 4 | 5 | -7 | 10

New compounds follow
SMILES	5HT1a ag	Hsp90 block	C1s block	DUSP1 inh	CatG inh	FXIa inh mix	FXIIa inh mix	Cdc25B block	CatL block
COc1ccc(C)cc1S(=O)(=O)N(C)CC(=O)NCc1ccco1	0.5	-12	-8	14	7	1	8	-8	24
COc1ccc(Cn2nnnc2C(c2cc3cccc(C)c3[nH]c2=O)N2CCOCC2)cc1 (configuration not stated)	0.4	-1	-8	7	3	-4	-4	52*	-9
O=C(Nc1ccc(S(=O)(=O)NC2CCCC2)cc1)c1cnccn1	-2.1	1	-1	-1	-1	8	-19	-1	0
O=C(Nc1cnn(Cc2ccccc2)c1)c1cc2nc(-c3ccco3)cc(C(F)(F)F)n2n1	-0.8	0	-3	14	-3	6	2	-1	-5
CC1(C)CNC(=O)CC(C)(C)N1O	-2.6	16	2	-5	-5	4	0	0	3
CCOc1ccc(Cl)cc1S(=O)(=O)N1CCN(c2ccc(F)cc2)CC1	-1.4	-5	1	-5	6	-4	8	-2	16
O=C(CSc1nnc(-c2cccs2)n1-c1ccccc1)NCc1ccc2c(c1)OCO2	-0.2	-1	-66	-3	2	3	4	-4	-3
CC1CCCN(c2nc3c(c(=O)[nH]c(=O)n3C)n2CCCc2ccccc2)C1 (configuration not stated)	·	·	-34	12	-7	10	-1	-10	24
Cc1noc(C)c1C(=O)Nc1ccccc1-c1ccccc1	-1.0	-3	13	9	10	3	-20	-9	8
Cc1ccc2c(c1)CCCN2C(=O)c1ccncc1	0.4	-6	6	4	2	4	8	0	6
CCN(CC)S(=O)(=O)c1ccc2nc(CSc3nnnn3-c3ccc(O)cc3)[nH]c2c1	1.7	-2	-3	3	0	4	-2	-9	3
c1csc(CNc2ncnc3sccc23)c1	-0.9	·	-12	3	7	-8	-4	-7	10
Cc1cccc(NS(=O)(=O)c2ccc(C)c(C(=O)OCC(=O)Nc3cc(C)on3)c2)c1	1.3	-5	-5	10	-6	7	1	-9	4
Nc1nc2n(n1)C(c1ccccc1)CC(c1ccc(F)cc1)N2 (configuration not stated)	2.4	-1	-25	4	3	4	-2	-3	24
COc1ccc(-c2nnc(SCC(=O)Nc3cc(C)on3)n2N)cc1OC	-3.6	-2	-20	-2	-8	24	-16	-13	-4
CN(C)CCN1C(=O)C(=O)/C(=C(/O)c2ccc(F)cc2)C1c1ccccc1 (configuration not stated)	-1.8	-1	-4	25	1	12	16	0	1
CC(C)COP(=O)(c1ccc(N(C)C)cc1)C(O)c1ccccn1 (configuration not stated)	-2.2	1	12	-11	9	7	48*	2	-2
CCOC(=O)c1cnc(SCC(=O)Nc2nc(C)c(C)s2)nc1N	-0.5	-4	-5	27	-2	7	0	0	-3
O=C(COc1ccccc1)Nc1ccc2c(c1)nc1n2CCOC1	-1.1	-3	-15	-12	31	3	5	5	4
O=c1c2c3nc4ccccc4nc3n(-c3ccc4c(c3)OCCO4)c2ncn1CC1CCCO1 (configuration not stated)	-0.9	-14	-7	-27	9	13	6	-3	8
Cc1noc(C)c1CSc1nnc2n(-c3ccccc3)c(=O)c3ccccc3n12	1.0	-6	-5	-8	6	8	1	-22	1
CCC(=O)Nc1nn(C)c2nc3c(C)cccc3cc12	-0.8	-3	-3	3	-6	0	4	0	-17
NC(=O)CN1C(=O)C(O)(CC(=O)c2ccccc2O)c2ccccc21 (configuration not stated)	-2.3	-5	14	-10	9	8	5	-10	10
Cc1ccccc1NC(=O)CCN1CCCCCC1	0.3	1	-22	9	3	4	0	1	25
O=C(/C=C/N1CCOCC1)c1ccc(-c2ccccc2)cc1	-4.2	-5	7	9	-1	7	10	4	5
O=C1c2cccnc2C(=O)N1Cc1ccc2c(c1)OCO2	-3.8	0	3	-6	1	6	2	2	-1
CCOC(=O)c1[nH]c(C)c(/C(O)=C2\C(=O)C(=O)N(CCN(C)C)C2c2ccncc2)c1C (configuration not stated)	0.3	-5	8	-19	-4	3	4	3	6
Cc1ccc(C2NC(=O)NC(O)(C(F)(F)F)C2C(=O)c2cccs2)o1 (configuration not stated)	0.3	1	·	13	·	·	·	-3	·
COC(=O)CCC(=O)Nc1sc(C)c(C)c1C(N)=O	-0.9	1	9	8	11	-2	2	-16	-13
COC(=O)c1cc(CSc2nnc(NC3CCCCC3)s2)oc1C	2.3	-8	-8	15	6	5	2	-10	-1
Cc1cccc(NC(=O)Cn2nnc(-c3cccs3)n2)c1C	-1.1	54*	-4	-11	-2	5	-28	-14	8
CC(=O)c1c(C)[nH]c(C(=O)Nc2ccc(C)cn2)c1C	-6.3	-4	3	-9	10	5	6	13	0
Nc1cc(N)nc(SCC(=O)NCC2CCCO2)n1 (configuration not stated)	-2.5	-1	-9	23	-12	5	-17	-4	14
COc1ccc(NC(=O)CCN2CCCCCC2)c(OC)c1	-0.8	-2	·	8	·	·	·	-5	·
CCCCOc1ccc(CNn2c(C)nc3ccccc3c2=O)cc1	0.1	-1	-7	12	1	6	6	-15	4
O=S(=O)(Nc1ccncc1)c1ccccc1	-4.1	0	1	-10	-3	5	11	4	0
CCOc1cccc(/C(O)=C2/C(=O)C(=O)N(CCN3CCOCC3)C2c2cccnc2)c1 (configuration not stated)	1.5	-5	-6	-4	9	8	-22	8	1
CC1(C)N=C(/C=N/O)C=[N+]1[O-]	1.6	1	24	-12	-9	0	6	-8	-4
Cc1noc(C)c1S(=O)(=O)N1CCC(C(=O)N2CCC(N3CCCCC3)CC2)CC1	-0.5	-3	15	-8	11	2	5	-13	12
COc1cccc(NC(=O)CSc2nc3c(c(=O)n2C)SC(C)C3)c1 (configuration not stated)	1.8	-4	-7	8	6	4	8	-10	-4
COCCCn1c(SCC(=O)Nc2cccc(C(=O)OC)c2)nnc1-c1ccncc1	-3.2	-4	-10	-10	-11	6	-7	-14	15
O=C(Nc1scc(-c2cccs2)c1C(=O)O)c1cccs1	-3.3	-2	8	12	9	8	-13	-12	3
CCOC(=O)Nc1ccc(NS(=O)(=O)c2ccc(C)cc2)cc1	-2.7	-3	-2	13	-5	3	5	3	6
COc1ccc(-n2c(=O)cc(N3CCc4ccccc43)[nH]c2=O)cc1	-1.9	-6	·	7	·	·	·	-9	·
